TNAP act mid DEA: activators of human TNAP at intermediate phosphate acceptor. P05186. purified TNAP, CDP-star luminescence, 100 mM DEA, 30 min; active compounds read high; scale: 0 levamisole-inhibited, 1 vehicle-only enzyme. activation factor at 20 µM. 64,000 tested, under 10 active. AID 813;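 active means activation factor of at least 2 at 20 µM, relative to controls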
Ec RNAP inh: blocks E. coli RNA polymerase transcription; AID 559; fluorescence transcription assay; P0A8V2; inhibition, %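 (tested at 10 µM)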; 62,000 tested, 0.2% active; in the data active means inhibition above about 20%;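 further: 0% = enzyme without compound and 100% = no enzyme blank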
HEK293 NFkB inh: lowers PMA/ionomycin-induced NF-kB signal in HEK293 cells; HEK-293 NF-kB luciferase reporter, luminescence; inhibition, % at 3 µM; 62,000 tested, 0.21% active; AID 465;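 active means inhibition above the mean of all tested compounds plus 3 SD, cut at about 40% in these data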;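 further: 0% = stimulated DMSO wells and 100% = 10 µM reference inhibitor 5653914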
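System: NF-kB luciferase reporter HEK-293 cells | Replication: Single test | Control set: DMSO vs reference inhibitor | Evaluation: % inhibition | Schedule: 1 h pretreatment, 16 h stimulation, 37 °C | Probe or stimulus: PMA with ionomycin | Compound dosing: One dose, 3 µM | Detection: Luciferase luminescence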
D1 allo mod: D1 dopamine receptor (human) allosteric modulation; P21728; HEK293 D1, CRE-luciferase, dopamine EC30 potentiation; actives deviate in either direction; B-score at 10 µM; 58,000 tested, 5.9% active;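 active means luminescence count or its row- and column-corrected plate score outside the 99.7% band of the plate's sample wells, on either side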
M1 antagonist: blocks the rat M1 muscarinic receptor response to acetylcholine | CHO-M1 cells, Fluo-4 calcium, ACh EC80 antagonist mode; active compounds read low | B-score at 10 µM | 64,000 tested, 3.4% active | AID 628;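 active means calcium fluorescence response, raw or row-and-column corrected B-score, differing from the plate sample mean either way at a set confidence level, mostly lower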
Jurkat tox 60K: cytotoxicity toward Jurkat cells; Jurkat E6.1 viability, ATP luminescence, 48 h; inhibition, % at 4 µM; 56,000 tested, 1.2% active;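 active means inhibition above the mean inhibition of all tested compounds plus 3 SD, cut at about 28% in these data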
S1P1 ag pot: agonists and agonism potentiators of human S1P1 receptor. P21453. S1P1 CRE-bla cells, forskolin, beta-lactamase FRET, potentiator mode; S1P1 agonist co-added at EC20, 2 nM; 100% = saturating reference agonist, 0% = basal. activation, % at 9.5 µM. 56,000 tested, 0.57% active. AID 449;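 active means activation above a cutoff set at the mean activation of all tested compounds plus 3 SD, cut at about 54% in these data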;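 further: forskolin at 4 µM as EC80 and the EC20 agonist is SEW2871; 100% = SEW2871 at its EC100 plus forskolin at EC80; some compounds past the cut are filed as inactive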
Target sequence (P21453 whole entry, looked up): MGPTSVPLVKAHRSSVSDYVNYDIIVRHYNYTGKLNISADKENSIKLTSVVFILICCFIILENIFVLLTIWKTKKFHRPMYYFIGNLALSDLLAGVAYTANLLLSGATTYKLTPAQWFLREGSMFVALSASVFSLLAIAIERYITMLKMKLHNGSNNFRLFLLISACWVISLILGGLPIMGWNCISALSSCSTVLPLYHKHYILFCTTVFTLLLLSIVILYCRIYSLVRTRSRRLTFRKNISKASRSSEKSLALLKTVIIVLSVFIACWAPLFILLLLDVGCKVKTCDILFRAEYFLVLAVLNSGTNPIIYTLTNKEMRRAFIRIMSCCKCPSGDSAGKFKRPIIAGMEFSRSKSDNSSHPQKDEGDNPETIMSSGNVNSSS
M1 agonist: activates the M1 muscarinic receptor; CHO-M1 cells, Fluo-4 calcium fluorescence, agonist mode; active compounds read high; B-score at 10 µM; 64,000 tested, 3% active; AID 626;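 active means fluorescence rise, raw or as B-score row- and column-corrected plate score, outside the 99.7% band of its plate's samples, either direction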
S1P3 agonist: S1P3 (human) receptor agonism; Q99500; S1P3 NFAT-BLA reporter cells, FRET ratio; relative to 1 µM S1P, basal subtracted; activation, % at 4.5 µM; 60,000 tested, 0.1% active;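 active means activation above the screen-wide mean plus 3 SD, cut at about 4.5% in these data, passing the limit was not always enough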; further: some compounds called inactive have numbers as strong as hits
Target sequence (Q99500 whole entry, looked up): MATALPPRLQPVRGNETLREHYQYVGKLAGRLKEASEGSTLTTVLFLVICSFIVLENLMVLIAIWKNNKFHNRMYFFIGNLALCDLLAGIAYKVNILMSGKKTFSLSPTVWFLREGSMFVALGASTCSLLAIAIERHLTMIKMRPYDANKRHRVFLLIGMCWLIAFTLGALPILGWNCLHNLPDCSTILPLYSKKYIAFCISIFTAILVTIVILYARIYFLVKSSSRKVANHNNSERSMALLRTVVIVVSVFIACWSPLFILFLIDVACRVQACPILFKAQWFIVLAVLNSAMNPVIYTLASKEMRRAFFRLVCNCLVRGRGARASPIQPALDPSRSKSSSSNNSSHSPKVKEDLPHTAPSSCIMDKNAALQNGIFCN
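material = human S1P3 NFAT-BLA reporter CHO cells | schedule = 4 h compound at 37 °C, 2 h substrate at RT | measured by = fluorescent BLA substrate, ex 405 nm, em 460/535 nm ratio | controls = 1 µM S1P reference | replication = primary once, confirmation triplicate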
Numbers without * were called inactive; . = no result given. This is a random part of the collection; any-hit rate near 12%.

SMILES	TNAP act mid DEA	Ec RNAP inh	HEK293 NFkB inh	D1 allo mod	M1 antagonist	Jurkat tox 60K	S1P1 ag pot	M1 agonist	S1P3 agonist
Cc1c(CCC#N)c(N2CCN(C3CCCCC3)CC2)n2c(nc3ccccc32)c1C#N	0.9	6	.	-1.1	-1.1	.	4	-0.0038	-4.4
O=C1c2ccccc2C(O)(Cc2ccccc2)N1Cc1ccco1 (configuration not stated)	0.8	11	17	-0.49	0.42	2	30	-0.2	-0.9
O=C(Nc1ccc(-c2nnc(-c3ccccc3)o2)cc1)c1ccc(Br)o1	0.9	9	9	-1.5	0.35	-8	.	-0.1	-0.8
O=C1c2ccccc2NC(c2ccco2)N1O (configuration not stated)	0.9	7	6	0.38	0.2	-4	-18	0.37	1.4
CC(=O)NCCc1ccc(S(=O)(=O)N(C)C2CCS(=O)(=O)C2)cc1 (configuration not stated)	0.9	3	11	1.1	-0.76	2	.	-1	-0.5
Cc1ccc(-c2noc(-c3ccccc3Br)n2)cc1	0.9	6	-28	-0.2	0.11	-7	23	0.34	-1.7
CCC(C)C(NC(=O)C1CCC(C)CC1)C(=O)NC(C(=O)OC)C(C)C (configuration not stated)	1	-1	16	-0.53	-0.088	0	-10	-0.38	-0.4
Cc1ccc(S(=O)(=O)/N=C(\CN2CCOCC2)N2CCCC2)cc1	0.9	4	11	-0.27	-0.21	0	2	0.46	-1.3
COc1ccccc1NC(=O)c1ccccc1NS(=O)(=O)N1CCCC1	0.9	4	22	0.25	0	2	14	0.035	0.6
COc1ccc(N2CCN(Cc3cc(=O)oc4cc5c(cc34)CCCC5)CC2)cc1	0.9	7	9	-0.076	1.4	-3	-1	0.46	-1.1

SMILES	TNAP act mid DEA	Ec RNAP inh	HEK293 NFkB inh	D1 allo mod	M1 antagonist	Jurkat tox 60K	S1P1 ag pot	M1 agonist	S1P3 agonist
CC(=O)N1CCc2cc(S(=O)(=O)NCCC(=O)NCCc3ccc(C)cc3)ccc21	0.9	0	18	-0.41	-0.62	12	17	1.9	-0.7
CCN(CCCNC(=O)C1CCN(S(=O)(=O)CC)CC1)c1cccc(C)c1	1	3	16	-0.051	-1.3	3	-6	0.21	-0.7
c1ccc(-c2ncnc3nc4n(c23)CCC4)cc1	0.9	10	1	-0.23	-0.29	2	-24	0.36	0.0
COc1ccc(-n2c(Cc3cccn3C)nnc2SCC(=O)Nc2cc(Cl)ccc2OC)cc1	0.9	-2	19	0.43	0.26	-6	-7	1.5	-1.2
Cn1c(=O)c2c(nc(CN3CCN(c4ccccc4)CC3)n2CCc2ccccc2)n(C)c1=O	.	.	7	1.1	0.8	-5	-4	0.13	-1.0
CN(C(=O)C1CCOC1)c1nnc(-c2cccnc2)s1 (configuration not stated)	0.9	2	-11	-0.8	-0.077	-2	-1	0.31	-1.3
COc1cc(C(=O)NCCc2ccc3c(c2)OCCO3)ccc1OCC(=O)N1CCOCC1	1	-1	11	0.65	-0.16	.	.	-0.72	.
O=C(COc1cccc2cccnc12)NCC(F)(F)F	1	3	9	0.76	0.33	-2	-15	-0.17	-0.4
CC1(C(=O)NC2CCCC2)CCC(=O)N1Cc1cccs1 (configuration not stated)	1	-6	8	.	0.021	-3	0	-0.48	1.9
COc1cc(OC)cc(C2C(C#N)=C(N)Oc3n[nH]c(-c4cccnc4)c32)c1 (configuration not stated)	0.9	8	18	.	0.59	10	.	0.32	0.1

Reprinted from the part before: three entries, followed by the next part.
SMILES	TNAP act mid DEA	Ec RNAP inh	HEK293 NFkB inh	D1 allo mod	M1 antagonist	Jurkat tox 60K	S1P1 ag pot	M1 agonist	S1P3 agonist
O=C(COc1cccc2cccnc12)NCC(F)(F)F	1	3	9	0.76	0.33	-2	-15	-0.17	-0.4
CC1(C(=O)NC2CCCC2)CCC(=O)N1Cc1cccs1 (configuration not stated)	1	-6	8	.	0.021	-3	0	-0.48	1.9
COc1cc(OC)cc(C2C(C#N)=C(N)Oc3n[nH]c(-c4cccnc4)c32)c1 (configuration not stated)	0.9	8	18	.	0.59	10	.	0.32	0.1
O=C(c1csc2c1CCCCC2)N1CCN(c2ncccn2)CC1	1	2	6	2.7	0.29	0	-7	0.25	-1.7
O=C(Nc1ccccc1C(=O)OC1CCOC1=O)c1ccco1 (configuration not stated)	1.1	-4	16	0.64	0.2	-4	5	0.8	-0.2
CCOc1nc(C)ccc1-c1noc(-c2ccco2)n1	0.9	2	12	7.2*	-0.94	9	0	-0.089	-0.1
C/C(N)=C(/C#N)C(=O)COC(=O)c1cc(S(=O)(=O)N2CCCCC2)ccc1C	1	-6	5	-0.85	-1.3	4	-6	-0.085	-0.7
CC1(C)CC(=O)c2cnn(-c3nc4ccccc4[nH]3)c2C1	1	6	5	1.1	-0.058	-4	-15	0.13	-0.4
O=C(C1CC2CCC1C2)N1CCN(Cc2ccc3c(c2)OCO3)CC1 (configuration not stated)	0.9	7	4	0.31	-0.63	-5	-7	-0.87	-0.4
CC1(C)CC(=O)c2cnc(N3CCN(c4ccccc4)CC3)nc2C1	1	10	3	-0.57	-0.03	-10	-7	-0.6	0.0
Fc1ccc(-c2ccc(-c3nn4c(-c5ccco5)nnc4s3)o2)cc1	0.8	9	1	.	0.26	.	.	-1.8	.
Cc1ccc(CS(=O)(=O)Cc2ccc(C(=O)NCc3ccccn3)o2)cc1	1	-9	5	0.086	0.59	4	3	0.038	-0.1
COc1cccc(OC)c1C(=O)Nc1ccc2c(c1)OCCO2	1	8	4	0.17	0.97	-4	.	0.082	-0.3

SMILES	TNAP act mid DEA	Ec RNAP inh	HEK293 NFkB inh	D1 allo mod	M1 antagonist	Jurkat tox 60K	S1P1 ag pot	M1 agonist	S1P3 agonist
CCOC(=O)c1c(C)n(OCc2ccccc2)c2ccc3nonc3c12	0.9	9	8	0.89	0.57	3	-11	0.24	-1.2
CCc1ncc(C(=O)c2ccc(OC)cc2)n1C	0.9	-2	10	.	0.37	11	-6	-0.55	-1.1
Cc1c(NC(=O)C2CCCN2S(=O)(=O)c2ccccc2)c(=O)n(-c2ccccc2)n1C (configuration not stated)	1	4	18	-0.24	0.28	-4	.	0.13	0.1
CN(C)S(=O)(=O)c1ccc2c(c1)c(=O)c(C(=O)NCCCN1CCCCCC1)cn2C	0.9	11	9	-0.53	-0.87	4	-12	-0.61	-0.9
O=C(Cn1nnc(-c2ccc(CN3CCOCC3)cc2)n1)Nc1nc(-c2ccccc2)cs1	0.9	2	18	0.44	-1.2	6	12	-1.2	-0.7
O=C(Nc1ccc(C(=O)N2CCCC2)cc1)c1ccccc1F	1	7	10	0.085	-1.1	1	17	-0.16	-0.3
CCCN1CCN(C(=O)CCCn2c(C)c3cnn(-c4ccccc4)c(=O)c3c2C)CC1	0.9	-1	6	.	-0.046	-6	4	-0.49	-0.4
CCOC(=O)c1ccc(NC(=O)CSC2=NC(=O)C(CC)C(=O)N2)cc1 (configuration not stated)	0.9	5	-10	-0.59	0.078	0	6	0.93	-0.5
COc1cccc2[nH]c3c(=O)n(CCN(C)C)cnc3c12	1	5	14	.	0.24	-2	1	1.1	-1.7
CCOC(=O)N1CCN(C(=O)c2ccc(CN(c3ccccc3)S(C)(=O)=O)cc2)CC1	1	4	2	0.24	0.3	.	.	-0.27	.

SMILES	TNAP act mid DEA	Ec RNAP inh	HEK293 NFkB inh	D1 allo mod	M1 antagonist	Jurkat tox 60K	S1P1 ag pot	M1 agonist	S1P3 agonist
CCC(c1nnnn1Cc1ccccc1)N(Cc1cc2cc(OC)ccc2[nH]c1=O)CC1CCCO1 (configuration not stated)	0.8	4	18	.	.	-5	-8	.	0.9
O=C(CN1C(=O)COc2ccccc21)NCCC1=CCCCC1	1	6	20	-0.34	0.0055	5	3	0.18	-0.3
Cc1ccc2nc(Cc3ccc(N)cc3)oc2c1	1	4	-17	1.7	-0.045	-2	-5	-0.76	-0.5
O=C(NC(NCc1ccccn1)(C(F)(F)F)C(F)(F)F)c1ccco1	0.9	11	-1	.	-1.1	7	4	-0.14	-0.6
O=c1cc(Nc2ccc3c(c2)OCO3)[nH]c(=O)n1-c1ccc(Br)cc1	1	5	18	-7.6*	0.066	.	.	-0.86	.
CN(C)c1ccc(-c2nn3c(-c4ccccc4Cl)nnc3s2)cc1	1	-1	34	0.59	-5.9*	82*	-53	-0.37	-0.9
COC(=O)c1[nH]c2ccc(Cl)cc2c1NC(=O)CCN1CCN(C2CCCCC2)CC1	0.9	3	10	-0.055	-9.6*	1	-6	-0.02	-2.1
NC(=O)COC(=O)CCCc1c[nH]c2ccccc12	0.9	3	6	-0.72	-0.044	10	-5	0.15	-1.0
C=CCn1c(CNC(=O)CCC)nc2ccccc21	.	.	20	0.085	0.38	0	-3	0.97	0.0
O=C(NC1CCCCC1)C1CC(=O)N(c2ccc(Cl)cc2)C1 (configuration not stated)	1	3	16	-0.38	-0.41	-2	5	-0.72	-1.0

SMILES	TNAP act mid DEA	Ec RNAP inh	HEK293 NFkB inh	D1 allo mod	M1 antagonist	Jurkat tox 60K	S1P1 ag pot	M1 agonist	S1P3 agonist
CC(C)CC(NC(=O)COc1ccccc1)C(=O)O (configuration not stated)	0.9	8	3	.	0.11	0	-4	-0.14	0.4
COC(=O)c1ccc(COC(=O)c2c(C)nn(Cc3ccccc3Cl)c2Cl)o1	0.8	-7	4	.	-0.38	5	36	-0.24	-0.7
CCOC(=O)C1CCN(Cc2cnc(NC(=O)OC)s2)CC1	1	6	-17	1.1	-0.59	-1	-23	-0.41	-1.4
COc1ccc(-c2nn(C)c3sc(C(=O)NCc4ccco4)cc23)cc1OC	0.9	-2	12	0.6	-0.69	7	-21	-0.21	0.0
CCOc1ccc(-c2noc(CCC(N)=O)n2)cc1OCC	1	12	-4	11*	.	-2	-16	.	-0.2
O=C(CC1SC2=NCCN2C1=O)Nc1ccccc1 (configuration not stated)	0.9	5	.	-1.3	0.22	.	4	0.43	-1.8
Cc1ccc2c(c1)C1OCCC1C1N2C(=O)C2C(C(=O)O)C3C=CC21O3 (configuration not stated)	0.9	9	-3	.	1.2	-4	-5	-1.3	-1.3
CCCCOC(=O)n1c(SCC(=O)N(CC)CC)nc2ccccc21	1	-2	9	0.83	-0.25	-1	15	-0.07	-1.2
CCOC(=O)c1c(C)oc2c1c(C(c1ccncc1)N1CCOCC1)c(O)c1ccccc12 (configuration not stated)	.	-2	16	0.099	0.011	-5	-24	3*	-0.6
O=C(Cc1cccs1)Nc1ccc2c(c1)C(=O)OC2	0.9	5	2	-0.59	0.53	.	.	0.25	.

SMILES	TNAP act mid DEA	Ec RNAP inh	HEK293 NFkB inh	D1 allo mod	M1 antagonist	Jurkat tox 60K	S1P1 ag pot	M1 agonist	S1P3 agonist
O=C1CCCN1CCCNc1ncnc2c1cnn2-c1ccc(Cl)cc1	1	9	-4	-1.9	0.3	14	-22	3.1*	-1.0
COc1cc(C(=O)NCCc2ccc(S(N)(=O)=O)cc2)cc(OC)c1OC	1	.	15	0.15	0.46	-6	-13	-0.24	-1.0
CN1CCN(C(=O)C2CCN(S(=O)(=O)c3cnc[nH]3)CC2)CC1	0.9	1	9	-2.4	0.12	-8	-7	0.95	0.0
Cc1c(NS(=O)(=O)c2cccs2)c(=O)n(-c2ccccc2)n1C	1	-11	18	-0.63	1.3	-2	18	0.53	-1.8
Oc1ccc(Cl)cc1/C=N/c1nccs1	1	7	5	0.31	0.73	2	-18	0.37	-1.2
CCCCCCC(=O)c1c(C)[nH]c(C(=O)OCC)c1C	1	10	-4	0.48	-0.57	0	-31	-0.43	-1.5
CN(C)c1nc(C(=O)OCCO)nc(N(C)C)n1	.	.	12	-0.76	-0.013	-6	-17	0.00027	-1.4

Screening data from PubChem.
